SARS 3CLpro inh: SARS-CoV 3CLpro protease inhibition; inhibition, % at 6 µM; recombinant SARS-CoV 3CLpro, quenched FRET peptide cleavage; AID 1706; actives 0.14% (n = 290,000); P0C6X7; in the data active = inhibition above about 12%
TcdB inh: blocks C. difficile toxin B glycohydrolase activity; P18177; TcdB glycohydrolase enzymatic assay, plate reader; inhibition, % at 9.99 µM; actives 0.24% (n = 350,000); in the data active = inhibition above about 10%
Rv3671c inh: inhibitors of M. tuberculosis serine protease Rv3671c | inhibition, % at 5.96 µM | actives 0.048% (n = 320,000) | P9WHR9; in the data active = inhibition above about 38%;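 also: extracellular domain of Rv3671c used as enzyme; 0% = enzyme with DMSO and 100% = no enzyme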
Target sequence (P9WHR9 whole entry, looked up, the tested form may be a part): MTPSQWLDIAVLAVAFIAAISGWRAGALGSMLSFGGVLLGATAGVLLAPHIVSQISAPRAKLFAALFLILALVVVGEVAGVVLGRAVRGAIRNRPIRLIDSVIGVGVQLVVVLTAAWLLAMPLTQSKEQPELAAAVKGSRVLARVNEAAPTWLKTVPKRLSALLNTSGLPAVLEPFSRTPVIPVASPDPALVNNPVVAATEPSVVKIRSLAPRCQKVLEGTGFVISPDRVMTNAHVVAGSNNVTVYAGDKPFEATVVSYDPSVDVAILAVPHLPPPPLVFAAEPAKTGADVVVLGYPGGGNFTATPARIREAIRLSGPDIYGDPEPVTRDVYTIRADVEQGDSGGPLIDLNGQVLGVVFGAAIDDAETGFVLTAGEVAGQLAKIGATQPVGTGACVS
VHR inh abs: DUSP3 (human) phosphatase inhibition; P51452; actives 0.52% (n = 290,000); AID 1654; recombinant VHR phosphatase, pNPP absorbance; inhibition, % at 13.3 µM; in the data active = inhibition above about 50%; also: some compounds called inactive have numbers as strong as hits
Target sequence (P51452 whole entry, looked up): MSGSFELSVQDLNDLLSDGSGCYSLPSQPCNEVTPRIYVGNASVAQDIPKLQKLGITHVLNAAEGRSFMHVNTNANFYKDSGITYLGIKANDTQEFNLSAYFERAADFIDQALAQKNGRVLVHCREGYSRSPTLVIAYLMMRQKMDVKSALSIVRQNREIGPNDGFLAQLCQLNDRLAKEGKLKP
SSB-PriA inh: K. pneumoniae PriA-SSBct interaction inhibition; AlphaScreen SSBct-PriA binding, biotinylated peptide; inhibition, % at 33 µM; actives 0.6% (n = 430,000); AID 1272365; in the data active = inhibition mostly above about 37%, no sharp cut-off; inactive = mostly below about 20%;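 also: plate controls were negative control peptide for no effect and reference peptide for full effect; strong numbers were not always called active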
Vc quorum ag: quorum light induction in luxS cqsA deficient V. cholerae. actives 0.16% (n = 350,000). V. cholerae BH1578 lux reporter, luminescence, 6 h. activation, % at 18.7 µM; in the data active = activation mostly above about 9.7%, no sharp cut-off; also: not every result past the cut was called active; inactives centre near 0; reference of the scale not given here
Y pestis TopoI: blocks Yersinia pestis topoisomerase I activity; activity, % at 10 µM; Y. pestis Topo-I cleavage product accumulation, plate reader; AID 504884; actives 0.064% (n = 360,000); in the data active = activity above about 50%, passing the limit was not always enough; also: inactives centre near 2
CCHFV vOTU inh: blocks the CCHF virus ovarian tumor domain protease; CCHFV vOTU protease, Pep-AMC fluorescence; inhibition, % at 11.5 µM; actives 0.55% (n = 370,000); AID 651958; in the data active = inhibition above about 30%; also: 0% = vehicle wells with enzyme and 100% = no enzyme wells
PrPC surface inh: reduces human prion protein on the cell surface; P04156; cell surface PrPC, TR-FRET read-out; inhibition, % at 13.8 µM; actives 0.43% (n = 370,000); in the data active = inhibition above about 24%; also: 0% = median of the test wells and 100% = reference compound wells
MazEF act: activators of E. coli MazEF toxin-antitoxin RNase. P0AE70. FAM/BHQ RNA-DNA oligo cleavage fluorescence, 5 h. activation, % at 20 µM. actives 0.32% (n = 350,000). AID 504720; in the data active = activation above about 50%
Target sequence (P0AE70 whole entry, looked up): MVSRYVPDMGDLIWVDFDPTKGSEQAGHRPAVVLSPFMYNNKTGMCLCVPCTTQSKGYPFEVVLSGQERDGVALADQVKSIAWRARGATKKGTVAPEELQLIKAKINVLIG
Numbers without * were called inactive; i = inactive; . = not tested or not shown; & = joins results of further samples.

SMILES	SARS 3CLpro inh	TcdB inh	Rv3671c inh	VHR inh abs	SSB-PriA inh	Vc quorum ag	Y pestis TopoI	CCHFV vOTU inh	PrPC surface inh	MazEF act
CC(C)[C@H](NS(=O)(=O)c1ccc2c(c1)OCCO2)C(=O)OCC(=O)Nc1ccccc1Cl	9	0.5	-5	1	-8	-0.3	1	4	3	4
CC(C)c1nnc(NC(=O)Cn2nc(-c3ccc4c(c3)OCCO4)ccc2=O)s1	-6	.	13	4	-7	i	-1	9	-3	0
Brc1ccccc1-c1nnc(CSc2nncn2-c2ccccc2)o1	-5	.	0	-21	-6	-0.4	6	10	3	9
C#CCN(C#N)c1nc(NCC)nc(NC(C)C)n1	2	1.1	-5	2	-2	-0.2	-5	-5	-3	-5
CC1CCc2sc3ncnc(N4CCOCC4)c3c2C1 (stereo unspecified)	-1	.	5	18	-16	0.5	13	-5	3	5
CC(=O)C1C(c2ccc(C)cc2)c2c(noc2C)CC1(C)O (stereo unspecified)	4	1.6	0	4	-25	0.1	-2	3	5	-4
O=C1c2ccccc2C(=O)N1CCCn1c2ccc(Cl)cc2c2nc3ccccc3nc21	.	0.7	.	.	6	-0.7	6	29	11	4
O=C1c2ccc(Oc3ccc([N+](=O)[O-])cc3)cc2C(=O)N1CCO	0	1.1	3	17	-9	i	-4	-3	-10	9
COc1ccc(S(=O)(=O)Nc2cc(C)ccn2)cc1	0	.	8	11	-8	i	-6	8	-5	2
Cc1cccc(N2CCN(C(=O)Cn3c(=O)[nH]c4ccsc4c3=O)CC2C)c1 (stereo unspecified)	4	.	-1	29	-8	0.3	-1	-2	10	-3
CCOC(=O)C1CCCN(c2cc(=O)n(C3CCCCC3)c(=O)[nH]2)C1 (stereo unspecified)	-2	0.5	-10	24	-3	-0.3	-9	-12	-3	5
OC(Cc1cccc(Br)c1)c1ncc(-c2cccc(C(F)(F)F)c2)[nH]1 (stereo unspecified)	.	1.5	.	.	.	i	-8	12	4	.
O=C(Nc1ccnc(-c2ccncc2)n1)c1ccc(F)cc1	0	0.0	0	-6	-9	-0.2	6	3	2	8
COC(=O)c1sc(SC)c(S(=O)(=O)C(C)C)c1N/N=C(\C#N)C(=O)c1ccccc1	3	-1.1	8	6	.	-0.4	13	1	-1	2
COCC1CCN(Cc2cn[nH]c2-c2ccc(OC)cc2F)C1 (stereo unspecified)	1	1.2	-4	35	9	-0.5	-5	-10	-2	-13
O=C(Nc1ccccc1C(=O)N/N=C/c1ccco1)c1ccccc1	-5	.	-12	4	.	-0.7	1	-2	-2	2
CC1CCCCC1NC(=O)CCNC(=O)N1CC(=O)Nc2ccccc21 (stereo unspecified)	6	-0.9	1	-17	-21	-0.5	-7	18	8	4
COc1cc(/C=C/C(=O)OCC(=O)N2CCCC2)cc(OC)c1OC	.	1.9	6	.	-11	i	-1	0	-3	-14
O=C(c1ccco1)N1CCN(C(=O)c2cc3c(s2)-c2ccccc2OC3)CC1	-4	1.8	-13	3	-13	-0.2	26	-192	-1	2
O=C(CCn1c(=O)oc2ccccc21)NCCN1CCOCC1	.	0.4	-5	-9	-9&-4	-1.1	4	-1	4	9
COc1ccc(OCCn2nnc(-c3ccc(Cl)cc3)n2)cc1	-2	.	-3	-8	-8	-0.3	-1	0	6	0
CN(C)c1ccc(/C=N/NC(=O)c2cnc3ccccc3c2)cc1	-5	0.8	9	30	i	-1.4	2	7	5	190*
COc1ccc(CNS(=O)(=O)CCNCc2ccccc2OC)cc1	.	1.6	.	.	-4	-0.4	12	-2	7	7
O=C(c1nc2ccccn2c1CNCCCn1cccn1)N1CCCC1	2	0.2	-2	26	-4	-0.4	-3	-9	1	4
O=C(COC(=O)c1ccccc1NC(=O)c1ccco1)NC1CCCCC1	0	.	1	10	-12	i	2	-4	-6	2

In the list so far, these have a Cl atom.
SMILES	SARS 3CLpro inh	TcdB inh	Rv3671c inh	VHR inh abs	SSB-PriA inh	Vc quorum ag	Y pestis TopoI	CCHFV vOTU inh	PrPC surface inh	MazEF act
CC(C)[C@H](NS(=O)(=O)c1ccc2c(c1)OCCO2)C(=O)OCC(=O)Nc1ccccc1Cl	9	0.5	-5	1	-8	-0.3	1	4	3	4
O=C1c2ccccc2C(=O)N1CCCn1c2ccc(Cl)cc2c2nc3ccccc3nc21	.	0.7	.	.	6	-0.7	6	29	11	4
COc1ccc(OCCn2nnc(-c3ccc(Cl)cc3)n2)cc1	-2	.	-3	-8	-8	-0.3	-1	0	6	0

More records
SMILES	SARS 3CLpro inh	TcdB inh	Rv3671c inh	VHR inh abs	SSB-PriA inh	Vc quorum ag	Y pestis TopoI	CCHFV vOTU inh	PrPC surface inh	MazEF act
CN(C)c1nc(SCCOC(=O)c2ccccc2)nc(N(C)C)n1	-4	.	2	21	-53	-0.8	13	14	0	1
CC(C)c1ccc(NC(=O)NCc2cccnc2)cc1	1	1.5	-4	24	-12	0.1	1	7	1	7
CC(=O)CCc1oc2ccc(C)cc2c1Cc1ccccc1	2	0.8	-7	6	-22	i	0	17	-4	-8
Cc1ccc(S(=O)(=O)c2nc(S(C)(=O)=O)sc2N(C)C)cc1	1	.	3	18	-3	.	-5	-2	-2	-3
O=C(c1n[nH]c(=O)c2ccccc12)N1CCN(S(=O)(=O)c2ccccc2Cl)CC1	.	-0.5	4	.	1	i	-4	-5	7	-1
S=c1[nH]nc(-c2ccccc2)n1CC1CCCO1 (stereo unspecified)	-4	.	1	-10	-15	i	-2	-6	1	5
COc1ccc(OCCCCN2CCC(C)CC2)cc1	-2	0.8	0	.	-9	-1.0	3	10	5	1
CCCc1cc2c(=O)n(NC(=O)c3nn(C)cc3[N+](=O)[O-])c(C)nc2s1	3	.	-7	-4	-3	-0.3	1	2	5	1
COC(=O)c1cc(OC)c(OC)cc1NC(=O)C(C)c1ccc([N+](=O)[O-])cc1 (stereo unspecified)	-1	2.8	-1	33	12	i	2	3	2	-7
O=C(c1cccc(-c2ccc(O)cc2)c1)N1CCN(c2ccc(F)cc2)CC1	5	2.0	-8	6	-2	-0.1	-5	-13	1	16
Cc1ccc(O)c(C(=O)c2cc(C#N)c(=O)n(CC3CCCO3)c2)c1 (stereo unspecified)	-1	.	3	6	-15	i	0	10	3	-7
COc1ccc(-n2c(O)c(/C(C)=N/N3CCCCCC3)c(=O)[nH]c2=O)cc1	3	0.5	4	-12	.	-0.6	4	-2	-6	0
CC(C)NC(=O)C1CC=CCC1C(=O)O (stereo unspecified)	-1	.	-1	-10	-7	-0.7	-4	-11	1	-2
Cc1ccc(S(=O)(=O)N2CCCCC2)cc1C(=O)Nc1ccc(S(=O)(=O)Nc2ncccn2)cc1	-1	0.2	9	3	-13	i	2	9	3	3
O=C(NNC(=O)c1ccc(F)c(S(=O)(=O)N2CCOCC2)c1)c1ccc([N+](=O)[O-])cc1	.	-0.3	2	.	9	-1.2	-6	9	-21	-24
NC(=O)C[C@@H]1NC(=O)c2cc([N+](=O)[O-])cc(F)c2NCCCC[C@@H](C(N)=O)NC(=O)[C@H](CO)NC1=O	-6	-0.3	.	20	.	.	.	9	-2	.
CCN(CC)S(=O)(=O)c1cc(NC(=O)C2CSC3(C)CCC(=O)N23)ccc1C (stereo unspecified)	.	0.1	-3	.	-4	-0.4	-5	-4	-3	-4
NS(=O)(=O)c1ccc(CCNC(=O)c2ccc(Cn3c(=O)[nH]c4ccccc4c3=O)cc2)cc1	2	-1.2	-32	10	-10	-0.3	7	6	14	34
COc1ccc(C=O)cc1COc1ccc(Cl)cc1[N+](=O)[O-]	2	.	8	22	-3	-0.5	-2	-11	5	-22
Cc1nn(Cc2ccccc2Cl)c(C)c1C(=O)OCC(=O)NC1CCS(=O)(=O)C1 (stereo unspecified)	0	.	6	1	-6	-0.2	-6	0	-5	7
Cc1ccc(OC2CCN(C(=O)C3CCC(=O)N(C4CC4)C3)CC2)cc1 (stereo unspecified)	-1	2.5	-5	-13	-3	-0.1	-7	-4	-3	3
CCn1nnnc1SCC(=O)Nc1ccc(OC)cc1	-6	.	9	35	-1	-0.6	7	-3	4	-6
CCOc1ccc(S(=O)(=O)NCCCn2ccnc2)cc1	2	0.3	5	4	-7	i	5	-15	4	3
NC(=O)Cn1c(=O)n(CCCC(=O)NC2CCN(Cc3ccccc3)CC2)c(=O)c2ccccc21	0	.	15	24	-15	i	3	-11	2	-9
Cc1noc(C)c1NC(=O)Nc1cccc2c1O[C@@H](CN(C)C(=O)Nc1ccc3c(c1)OCO3)[C@@H](C)CN([C@H](C)CO)C2=O	.	3.9	2	.	0	i	-1	-8	2	3

Entries of single compounds, quoted from the list:
O=C(NNC(=O)c1ccc(F)c(S(=O)(=O)N2CCOCC2)c1)c1ccc([N+](=O)[O-])cc1 is listed as SARS 3CLpro inh: .; TcdB inh: -0.3; Rv3671c inh: 2; VHR inh abs: .; SSB-PriA inh: 9; Vc quorum ag: -1.2; Y pestis TopoI: -6; CCHFV vOTU inh: 9; PrPC surface inh: -21; MazEF act: -24
CC(C)c1ccc(NC(=O)NCc2cccnc2)cc1 is listed as SARS 3CLpro inh: 1; TcdB inh: 1.5; Rv3671c inh: -4; VHR inh abs: 24; SSB-PriA inh: -12; Vc quorum ag: 0.1; Y pestis TopoI: 1; CCHFV vOTU inh: 7; PrPC surface inh: 1; MazEF act: 7

Part of the list above, reformatted:
CC(C)c1ccc(NC(=O)NCc2cccnc2)cc1
  SARS 3CLpro inh = 1	TcdB inh = 1.5	Rv3671c inh = -4	VHR inh abs = 24	SSB-PriA inh = -12	Vc quorum ag = 0.1	Y pestis TopoI = 1	CCHFV vOTU inh = 7	PrPC surface inh = 1	MazEF act = 7
CC(=O)CCc1oc2ccc(C)cc2c1Cc1ccccc1
  SARS 3CLpro inh = 2	TcdB inh = 0.8	Rv3671c inh = -7	VHR inh abs = 6	SSB-PriA inh = -22	Vc quorum ag = i	Y pestis TopoI = 0	CCHFV vOTU inh = 17	PrPC surface inh = -4	MazEF act = -8
Cc1ccc(S(=O)(=O)c2nc(S(C)(=O)=O)sc2N(C)C)cc1
  SARS 3CLpro inh = 1	TcdB inh = .	Rv3671c inh = 3	VHR inh abs = 18	SSB-PriA inh = -3	Vc quorum ag = .	Y pestis TopoI = -5	CCHFV vOTU inh = -2	PrPC surface inh = -2	MazEF act = -3
O=C(c1n[nH]c(=O)c2ccccc12)N1CCN(S(=O)(=O)c2ccccc2Cl)CC1
  SARS 3CLpro inh = .	TcdB inh = -0.5	Rv3671c inh = 4	VHR inh abs = .	SSB-PriA inh = 1	Vc quorum ag = i	Y pestis TopoI = -4	CCHFV vOTU inh = -5	PrPC surface inh = 7	MazEF act = -1

Additional records follow.
SMILES	SARS 3CLpro inh	TcdB inh	Rv3671c inh	VHR inh abs	SSB-PriA inh	Vc quorum ag	Y pestis TopoI	CCHFV vOTU inh	PrPC surface inh	MazEF act
Clc1ccccc1-c1ncc2ccccn12	1	0.6	8	22	11	i	-7	-8	-4	-8
Cc1ccc(CNC(=O)c2cn(C)c3ccc(S(=O)(=O)N4CCOCC4)cc3c2=O)cc1	0	0.1	4	52*	-12	6.7	18	-15	-5	0
CCCCCNC(=O)CCc1ccccc1	2	.	6	3	-16	-0.5	-8	-10	1	-13
CN(C)C(CNC(=O)c1ccc(Cl)c(S(=O)(=O)N2CCCCCC2)c1)c1ccccc1 (stereo unspecified)	.	0.9	-4	.	3	4.1	9	6	4	3
COc1cc(OC)cc(-c2cc3nc(C)c(CCC(=O)Nc4nc(C)cs4)c(C)n3n2)c1	-1	-0.3	10	11	-15	-0.1	-4	20	-4	-3
Cc1cc(C(=O)COC(=O)[C@H](C)NC(=O)c2ccco2)c(C)n1Cc1ccco1	3	1.5	-9	21	1	0.4	-10	13	-2	-13
CCCS(=O)(=O)NC(=O)C1(C)CCN(C(=O)c2ccccc2OC)C1 (stereo unspecified)	.	0.0	.	.	.	i	7	9	-1	.
Cc1nnc(SCC(=O)Nc2c(Cl)cccc2Cl)n(N)c1=O	.	-6.5	-4	.	-3	-1.6	1	3	1	3
CC(C)Nc1nnc(SC(C)C(=O)Nc2ccc(Cl)cn2)s1 (stereo unspecified)	-2	1.0	-5	13	-16	-0.3	4	2	1	-2

Bioassay records (PubChem BioAssay)

A portion of the library; rates above refer to the full screens.
